MBNL1-CUG inh = blocks human MBNL1 binding to CUG repeat RNA; Potency, µM (top dose mostly 57.5 µM), without a hit: top-dose activity change, negative = inhibition, usual class: inhibitors; Q9NR56; TR-FRET MBNL1-His/biotin-(CUG)12 binding, 665/545 ratio; actives 0.036% (n = 280,000); active = well fitted inhibition curve with a large enough effect in the signal ratio, with a control signal flat, not every such curve was filed as active; inconclusive = small, poorly fitted or top-dose-only effect, or effect the other way, or a change in a side signal; inactive = no such curve, though single readings can be large or run the other way; the % refers to the signal ratio; note: % is set by controls: 0 for no effect and ±100 for the full control effect
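Ratiometric TR-FRET (665 over 545 nm, excitation 340 nm) tracks disruption of MBNL1-His/biotin-(CUG)12 complex after 60 min at room temperature, with compounds at 92 nM to 58 uM final.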
BRCA1 expr act = BRCA1 expression activation. MCF7-BRCA1-FFLuc reporter, luminescence, 48 h; response scale: scaled: vehicle 0%, 10 µM genistein 100%. Potency, µM (doses to about 46.1 µM), without a hit: top-dose activation, actives largely listed as activators. actives 1.1% (n = 380,000). AID 624202; note: nearly all actives have a fitted effect of over 80% in size; some results filed as inactive show a strong effect at the top dose
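Luminescence from a BRCA1-driven firefly luciferase in MCF7 cells was read after 48 h compound exposure at 37 C. Data normalized against DMSO and a 10microM genistein activation control, then curve-fitted across the titration.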
uPA surface inh = cell surface uPA generation inhibition; actives 0.31% (n = 330,000); Potency, µM (titrated, usually from 38.3 µM), for inactives: at the top dose activity change, negative = inhibition, usual class: inhibitors; cell surface uPA generation assay, qHTS; AID 540303; active = well fitted inhibition curve with a large enough effect; inconclusive = small, poorly fitted or top-dose-only effect; inactive = no such curve, though single readings can be large or run the other way; tested in mouse RAW 264.7 cells; note: % is set by controls: 0 for no effect and ±100 for the full control effect; nearly all actives have a fitted effect of over 55% in size
MLL CXXC-DNA inh = MLL CXXC-DNA interaction inhibition | MLL-CXXC / FITC-HOXA9 DNA fluorescence polarization | Potency, µM (series often up to 115 µM), for inactives: top-dose activity change, negative = inhibition, hits mostly inhibitors | actives 0.037% (n = 290,000) | AID 2662; active = well fitted inhibition curve with a large enough effect in the polarisation, with a control signal flat, not every such curve was filed as active; inconclusive = small, poorly fitted or top-dose-only effect, or effect the other way, or a change in a side signal; inactive = no such curve, though single readings can be large or run the other way; the % refers to the polarisation
Target sequence (Q03164 whole entry, looked up): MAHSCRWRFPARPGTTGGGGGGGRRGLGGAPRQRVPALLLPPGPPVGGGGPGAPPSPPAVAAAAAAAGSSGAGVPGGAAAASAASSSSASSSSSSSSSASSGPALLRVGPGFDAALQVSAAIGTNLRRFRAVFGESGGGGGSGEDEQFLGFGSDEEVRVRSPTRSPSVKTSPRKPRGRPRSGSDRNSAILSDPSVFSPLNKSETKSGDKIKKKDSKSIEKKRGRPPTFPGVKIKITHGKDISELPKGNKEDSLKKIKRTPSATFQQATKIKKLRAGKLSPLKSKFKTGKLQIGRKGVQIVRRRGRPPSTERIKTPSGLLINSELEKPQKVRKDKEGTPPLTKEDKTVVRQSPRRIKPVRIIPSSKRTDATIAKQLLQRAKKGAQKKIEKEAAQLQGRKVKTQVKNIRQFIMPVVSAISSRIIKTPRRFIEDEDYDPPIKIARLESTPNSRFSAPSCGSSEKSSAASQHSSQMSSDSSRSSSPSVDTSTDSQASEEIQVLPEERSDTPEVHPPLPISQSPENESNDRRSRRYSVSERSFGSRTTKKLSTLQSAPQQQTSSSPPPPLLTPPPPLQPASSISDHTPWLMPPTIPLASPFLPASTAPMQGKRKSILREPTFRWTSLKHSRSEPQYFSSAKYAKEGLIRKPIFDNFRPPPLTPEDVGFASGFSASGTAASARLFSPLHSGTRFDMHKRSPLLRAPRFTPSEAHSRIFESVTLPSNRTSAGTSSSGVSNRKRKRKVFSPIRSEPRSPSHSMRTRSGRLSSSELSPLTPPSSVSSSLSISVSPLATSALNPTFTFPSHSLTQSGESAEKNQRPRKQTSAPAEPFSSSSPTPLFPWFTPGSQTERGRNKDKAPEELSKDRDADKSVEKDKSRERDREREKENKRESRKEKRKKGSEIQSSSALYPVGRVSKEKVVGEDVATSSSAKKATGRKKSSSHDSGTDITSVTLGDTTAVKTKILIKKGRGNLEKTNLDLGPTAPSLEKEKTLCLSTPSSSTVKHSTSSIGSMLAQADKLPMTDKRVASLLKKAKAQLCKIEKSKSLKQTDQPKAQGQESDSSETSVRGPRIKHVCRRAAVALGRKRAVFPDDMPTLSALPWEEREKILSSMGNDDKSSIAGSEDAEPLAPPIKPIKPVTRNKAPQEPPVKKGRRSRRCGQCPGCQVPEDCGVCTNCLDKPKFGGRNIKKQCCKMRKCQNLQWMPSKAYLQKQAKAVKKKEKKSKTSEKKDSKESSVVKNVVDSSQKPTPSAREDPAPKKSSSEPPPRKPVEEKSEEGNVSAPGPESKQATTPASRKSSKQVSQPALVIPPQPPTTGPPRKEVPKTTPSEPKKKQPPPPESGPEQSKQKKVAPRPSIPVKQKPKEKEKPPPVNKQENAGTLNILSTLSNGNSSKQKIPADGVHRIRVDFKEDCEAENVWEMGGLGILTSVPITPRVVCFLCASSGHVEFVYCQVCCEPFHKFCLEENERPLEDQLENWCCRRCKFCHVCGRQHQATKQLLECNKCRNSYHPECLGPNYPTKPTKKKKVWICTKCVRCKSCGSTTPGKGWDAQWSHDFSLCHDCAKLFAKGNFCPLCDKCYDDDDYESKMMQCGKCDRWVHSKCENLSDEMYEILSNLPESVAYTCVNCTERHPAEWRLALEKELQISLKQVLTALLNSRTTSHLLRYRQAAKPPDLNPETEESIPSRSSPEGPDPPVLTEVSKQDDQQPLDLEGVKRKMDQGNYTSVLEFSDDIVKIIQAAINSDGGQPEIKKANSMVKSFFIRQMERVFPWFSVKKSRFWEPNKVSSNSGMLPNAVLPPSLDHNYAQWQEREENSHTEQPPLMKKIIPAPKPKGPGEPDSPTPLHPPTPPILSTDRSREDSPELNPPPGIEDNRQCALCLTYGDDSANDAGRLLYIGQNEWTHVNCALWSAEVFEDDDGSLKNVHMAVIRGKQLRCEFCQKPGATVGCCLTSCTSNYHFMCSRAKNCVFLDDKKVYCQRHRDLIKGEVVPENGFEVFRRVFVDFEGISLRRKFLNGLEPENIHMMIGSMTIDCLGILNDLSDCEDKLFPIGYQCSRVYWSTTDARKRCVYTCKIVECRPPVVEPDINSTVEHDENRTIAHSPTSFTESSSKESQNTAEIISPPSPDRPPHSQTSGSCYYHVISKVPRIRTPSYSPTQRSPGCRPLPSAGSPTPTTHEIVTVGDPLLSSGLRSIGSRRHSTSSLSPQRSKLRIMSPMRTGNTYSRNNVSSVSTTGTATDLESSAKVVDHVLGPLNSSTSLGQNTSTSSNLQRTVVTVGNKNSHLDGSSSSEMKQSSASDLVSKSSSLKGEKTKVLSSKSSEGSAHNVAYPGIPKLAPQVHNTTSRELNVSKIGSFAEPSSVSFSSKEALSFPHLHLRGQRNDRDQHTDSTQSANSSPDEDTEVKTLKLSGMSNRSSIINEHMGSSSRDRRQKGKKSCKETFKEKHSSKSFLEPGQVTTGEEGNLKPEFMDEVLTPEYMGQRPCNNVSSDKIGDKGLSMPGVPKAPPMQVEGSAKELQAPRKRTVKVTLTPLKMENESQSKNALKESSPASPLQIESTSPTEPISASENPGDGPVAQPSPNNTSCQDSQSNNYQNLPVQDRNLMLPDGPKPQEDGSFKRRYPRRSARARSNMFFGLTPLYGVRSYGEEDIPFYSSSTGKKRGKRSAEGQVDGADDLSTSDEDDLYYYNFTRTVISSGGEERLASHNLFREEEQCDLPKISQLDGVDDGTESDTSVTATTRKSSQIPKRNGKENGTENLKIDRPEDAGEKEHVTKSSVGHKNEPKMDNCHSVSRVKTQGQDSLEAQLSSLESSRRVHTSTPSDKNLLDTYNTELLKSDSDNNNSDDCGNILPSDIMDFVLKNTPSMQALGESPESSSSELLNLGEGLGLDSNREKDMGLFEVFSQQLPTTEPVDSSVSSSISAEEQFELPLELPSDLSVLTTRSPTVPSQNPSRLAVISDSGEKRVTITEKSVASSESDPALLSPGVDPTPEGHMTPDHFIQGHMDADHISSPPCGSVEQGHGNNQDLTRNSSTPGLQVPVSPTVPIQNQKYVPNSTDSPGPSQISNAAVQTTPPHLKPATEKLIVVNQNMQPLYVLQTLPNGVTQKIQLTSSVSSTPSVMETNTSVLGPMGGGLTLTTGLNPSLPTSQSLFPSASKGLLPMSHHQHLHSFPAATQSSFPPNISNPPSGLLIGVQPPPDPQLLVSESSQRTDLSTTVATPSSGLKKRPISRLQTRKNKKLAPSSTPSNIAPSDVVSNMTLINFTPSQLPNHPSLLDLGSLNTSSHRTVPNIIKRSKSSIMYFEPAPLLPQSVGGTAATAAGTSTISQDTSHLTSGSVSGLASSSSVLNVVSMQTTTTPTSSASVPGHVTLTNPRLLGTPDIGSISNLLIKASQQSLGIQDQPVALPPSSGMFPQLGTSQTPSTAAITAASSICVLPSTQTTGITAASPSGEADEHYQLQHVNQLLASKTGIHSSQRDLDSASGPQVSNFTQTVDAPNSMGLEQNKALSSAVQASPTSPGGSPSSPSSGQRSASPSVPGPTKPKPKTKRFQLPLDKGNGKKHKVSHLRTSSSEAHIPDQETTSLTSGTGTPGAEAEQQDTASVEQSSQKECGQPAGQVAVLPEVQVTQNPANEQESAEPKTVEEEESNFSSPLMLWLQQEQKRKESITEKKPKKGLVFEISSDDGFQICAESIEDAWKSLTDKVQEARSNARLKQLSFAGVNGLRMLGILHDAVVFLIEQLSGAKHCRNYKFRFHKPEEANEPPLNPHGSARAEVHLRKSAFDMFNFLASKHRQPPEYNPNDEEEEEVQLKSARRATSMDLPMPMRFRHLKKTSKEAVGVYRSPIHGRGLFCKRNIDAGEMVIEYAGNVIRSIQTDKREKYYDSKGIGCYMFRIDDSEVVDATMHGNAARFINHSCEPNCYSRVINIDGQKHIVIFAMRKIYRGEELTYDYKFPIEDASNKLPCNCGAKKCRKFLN
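Fluorescence polarization: 7 uM MLL-CXXC (stock) preincubated 5 min with compounds, then 50 nM fluorescein-HOX-A9 DNA (stock) added; 30 min ambient. Buffer 50 mM Tris-HCl pH 7.5, 50 mM NaCl, 1 mM DTT, 0.05% BSA.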
Rab9 prom act = activators of Rab9 promoter; Potency, µM (titrated, usually from 9.22 µM), for the others: at the top dose activation, negative = inhibition, most hits filed as activators; actives 2.8% (n = 320,000); Huh7 Rab9 promoter-luciferase reporter, luminescence, 24 h; note: % of control where 0% means no effect; nearly all actives have a fitted effect of over 60% in size
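Luciferase signal after 10 min detection reagent at ambient indicates Rab9 promoter upregulation; stably transfected Huh7 cells were treated 24 h with compound in DMSO at 37 °C, 5% CO2.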
NPC1 prom act = activates the NPC1 promoter. Huh7 NPC1 promoter luciferase reporter, 24 h. Potency, µM (doses to about 9.22 µM), for inactives: at the top dose activation, most hits filed as activators. actives 2.4% (n = 320,000);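 note: % of control where 0% means no effect; nearly all actives have a fitted effect of over 60% in size; reporter is driven by a mutant NPC1 promoter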
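Cells: Huh7 expressing luciferase under the NPC1 promoter, 1500/well. Seeded 2 h, compound added, incubated 24 h at 37 °C. Luciferase reagent, 10 min ambient, then luminescence.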
RORg inh = inhibitors of mouse ROR gamma transcriptional activity; P51450; Drosophila S2 Gal4-RORgamma UAS-luciferase reporter, 20 h; AID 2551; actives 5.4% (n = 310,000); Potency, µM (titrated, usually from 53.6 µM), for the others: at the highest dose activity change, negative = inhibition, most hits filed as inhibitors; note: % is set by controls: 0 for no effect and ±100 for the full control effect; nearly all actives have a fitted effect of over 60% in size
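Compounds are pin-transferred onto Drosophila Schneider cells expressing a copper-inducible Gal4–ROR gamma transactivation domain fusion. After 1 hr, copper sulfate is added to 700 uM final; luciferase is read 20 hr later.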
FLuc modulator = firefly luciferase modulation, counter-screen for miR-21 project; P08659; purified FLuc, Km substrates, luminescence inhibition; Potency, µM (series often up to 57.5 µM), inactives show at the highest dose activity change, negative = inhibition, hits mostly inhibitors; actives 6.9% (n = 360,000);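 note: plate controls were vehicle for no effect and reference inhibitor for full effect; nearly all actives have a fitted effect of over 55% in size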
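Purified P. pyralis luciferase, 10 nM final, with Km-level 10 uM D-luciferin and 10 uM ATP in 50 mM Tris acetate pH 7.5, 10 mM Mg acetate, 0.01% Tween-20, 0.05% BSA; 6-point qHTS titration about 60 µM downward; luminescence read.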
ELG1 genotox = genotoxicity induction in ELG1-luciferase HEK293T cells. HEK293T ELG1-luciferase reporter, luminescence, 16 h. Potency, µM (highest dose often 46 µM), without a hit: top-dose activity change, positive = activation, most hits filed as activators. actives 1.3% (n = 330,000); note: % of control where 0% means no effect; nearly all actives have a fitted effect of over 60% in size
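HEK293T cells expressing luciferase-tagged ELG1 were exposed to compound or DMSO vehicle for 16 hr at 37 °C and 5% CO2. Luciferase activity was then measured with ONE-Glo after 30 min at room temperature.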
Gal4-VP16 FLuc = Gal4-VP16 reporter inhibition counter-screen. Drosophila S2 Gal4-VP16 UAS-luciferase, luminescence, 20 h. Potency, µM (highest dose often 53.6 µM), inactives show at the highest dose activity, negative = inhibition, hits mostly inhibitors. actives 3.5% (n = 310,000). AID 2546;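 note: Gal4-VP16 expression switched on by copper sulfate through the metallothionein promoter; % is set by controls: 0 for no effect and ±100 for the full control effect; nearly all actives have a fitted effect of over 50% in size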
p53 reactivation = restores transcriptional activity of mutant p53. Potency, µM (series often up to 92.2 µM), inactives show top-dose activity change, positive = activation, usual class: activators. actives 0.063% (n = 320,000). H1299 p53-A138V BP100-luciferase reporter, luminescence, 24 h; note: % of control where 0% means no effect; nearly all actives have a fitted effect of over 45% in size
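H1299 (p53-null), stable ts p53-A138V + BP100-Luc; 1000 cells/well, Opti-MEM/10% FBS; cpd 4 pt, 1:5; 24 h, 37 deg C, 5% CO2; detection reagent 10 min RT; luminescence.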
* marks the source's active call; other numbers are inactive results; ? = inconclusive; nt = no result given; [ ] = dose if it differs, or a comment. Unless noted, calls come from the whole dose curve; as a rule, active = well fitted curve in the direction sought with a large enough effect; inconclusive = small, poorly fitted or top-dose-only effect, or another doubt; inactive = no such curve, though single readings can be large; an effect the other way counts as inactive or inconclusive. Potency is the fitted concentration of half-maximal effect.

Order of results: BRCA1 expr act	Rab9 prom act	FLuc modulator	RORg inh	NPC1 prom act	Gal4-VP16 FLuc	MBNL1-CUG inh	MLL CXXC-DNA inh	uPA surface inh	p53 reactivation	ELG1 genotox
Cc1ccc(C(=O)N/C(=C\c2ccco2)C(=O)NCc2cccnc2)cc1
 : -5.0%	-2.1%	-2.3%	26.5%	-5.3%	4.4%	nt	16.4%	-5.3%	-6.0%	0.5%
O=C1CCC(C(=O)Nc2ccccc2N2CCOCC2)=NN1
 : 1.3%	1.6%	0.6%	-1.0%	-4.9%	-2.6%	-8.4%	-9.5%	1.4%	0.4%	1.3%
COc1ccc(CNC(=O)CN(C(=O)c2snc(C(N)=O)c2N)c2cccc(F)c2)cc1
 : -15.4%	-6.4%	2.8%	5.6%	-5.0%	5.2%	17.1%	5.1%	3.4%	-1.7%	0.7%
O=C1/C(=C/c2ccncc2)SC(=S)N1C1CCCCC1
 : -7.2%	0.9%	1.8%	-9.4%	-4.6%	5.8%	?	5.8%	-0.2%	15.8%	-1.3%
O=C(Nc1cccc(Br)c1)c1ccc2c(c1)SC1=NS(=O)(=O)CCN12
 : -57.7%	-1.6%	1.2%	nt	7.7%	nt	nt	nt	?	-8.3%	-0.6%
Cc1cccc(OCc2nnc(SCC(=O)Nc3nccs3)o2)c1
 : -9.2%	-6.4%	4.2%	?	2.5%	-27.3%	nt	-16.2%	-20.7%	1.4%	-0.1%
COc1cc(S(=O)(=O)N(Cc2cccc(OC)c2OC)CC2CCCO2)ccc1-n1cnnn1 (stereo not given)
 : -7.3%	-0.3%	-1.6%	-3.7%	-2.1%	-3.4%	-2.9%	-11.4%	-11.4%	-4.4%	-2.8%
COc1ccc(C(=O)N[C@H](C(=O)Nc2sccc2C(N)=O)C(C)C)cc1
 : -0.8%	-2.4%	-0.5%	52.4%	-2.6%	-3.7%	-4.5%	11.5%	4.5%	-2.1%	11.7%
COc1ccc(S(=O)(=O)N2CCN(Cc3ccc4c(c3)OCO4)CC2)cc1
 : -25.1%	0.7%	-1.7%	8.7%	-4.6%	6.5%	-3.8%	2.2%	3.9%	0.4%	-1.1%
Cc1c(NC(=O)c2cc(CC(C)C)on2)c(=O)n(-c2ccccc2)n1C
 : -3.0%	-8.2%	3.2%	6.8%	-4.5%	-2.7%	-5.4%	1.6%	5.1%	-5.7%	2.5%

(cont.)
Order of results: BRCA1 expr act	Rab9 prom act	FLuc modulator	RORg inh	NPC1 prom act	Gal4-VP16 FLuc	MBNL1-CUG inh	MLL CXXC-DNA inh	uPA surface inh	p53 reactivation	ELG1 genotox
CSc1ccc(NS(=O)(=O)c2ccc(-n3cnnn3)cc2)cc1
 : -18.3%	-0.2%	1.3%	?	-6.6%	?	-9.9%	6.4%	1.5%	-18.8%	-0.9%
Cc1occc1-c1nnc(SCC(=O)NC2(C#N)CCCC2)n1C
 : -7.3%	-3.3%	-1.5%	nt	-2.4%	nt	nt	nt	11.9%	-2.6%	3.3%
CCN(CC)c1ccc(C(=O)N/N=C(\C)c2cccc(OC)c2)cc1
 : -16.5%	0.8%	?	-41.0%	12.6%	-4.9%	0.9%	-0.8%	-8.5%	6.6%	-0.6%
Cc1ccc2nc(Cl)c3nnnn3c2c1
 : -105.8%[inhibitor]	-51.9%[inhibitor]	-7.7%	29.2%	-29.4%	-3.8%[10 µM]	?	24.4%	-14.2%	-10.8%	-10.8%
N#Cc1nc(-c2cccs2)oc1N1CCOCC1
 : -72.0%	0.6%	7.1%	-33.3%	-0.9%	-11.9%	28.4%	1.7%	2.4%	14.5%	-1.3%
O=C(COC(=O)/C=C/c1nc2ccccc2s1)Nc1cccc(Cl)c1Cl
 : -3.2%	-1.2%	1.3%	5.7%	-1.0%	5.5%	nt	0.1%	4.9%	-5.3%	1.6%
CCn1c(N2CCN(S(=O)(=O)c3ccc(OC)cc3)CC2)nc2ccccc21
 : -42.7%	-3.5%	1.3%	?	-6.0%	-2.0%	3.2%	-6.9%	-7.0%	nt	-14.8%
CCN(CC)C(=O)c1ccc(CS(=O)(=O)c2ccc(OC)cc2)o1
 : -9.3%	-1.9%	1.3%	-44.3%	-7.8%	-7.3%	-3.3%	0.3%	-2.7%	?	-0.1%
CC(C)c1ccc(NC(=O)c2cccc(NC3=NC4CS(=O)(=O)CC4S3)c2)cc1 (stereo not given)
 : 52.9%	2.8%	6.01µM*	13.9%	20.2%	4.8%	1.5%	nt	?	16.6%	10.7%
CCC(=O)N1CCN(c2ccccc2NC(=O)c2ccc(OC)c(Cl)c2)CC1
 : -39.7%	-1.2%	-0.9%	-14.1%	-1.8%	-4.8%	0.3%	8.2%	-3.5%	-4.7%	0.1%

New compounds follow:
Order of results: BRCA1 expr act	Rab9 prom act	FLuc modulator	RORg inh	NPC1 prom act	Gal4-VP16 FLuc	MBNL1-CUG inh	MLL CXXC-DNA inh	uPA surface inh	p53 reactivation	ELG1 genotox
COc1ccc(S(=O)(=O)Nc2c(C(=O)O)[nH]c3ccc(OC)cc23)c(OC)c1
 : -44.8%	4.8%	?	-15.8%	-6.2%	-8.7%	16.3%	31.7%	24.5%	12.4%	0.9%
COc1ccc(C(=O)Nc2ccc(C(=O)NCCc3ccccc3)cc2)cc1
 : 52.5%	-1.9%	-6.2%	-8.6%	-2.9%	-8.6%	-2.0%	-0.2%	-6.8%	3.6%	5.8%
COCCn1c(SCC(=O)Nc2nnc(C)s2)nnc1-c1ccncc1
 : -0.1%	1.6%	1.9%	6.0%	6.4%	-3.8%[0.365 µM]	-8.6%	-3.8%	nt	20.2%	-6.2%
O=C(Cn1nnc2ccccc21)c1cccc([N+](=O)[O-])c1
 : -7.1%	-1.7%	1.0%	19.3%	1.1%	-6.3%	?	2.9%	0.8%	6.1%	-0.2%
O=C(NCCc1cccc(F)c1)C1CCCN(c2nc3ccccc3s2)C1 (stereo not given)
 : -15.9%	11.3%	-1.6%	7.1%	3.9%	21.4%	2.3%	5.2%	2.4%	-5.3%	-3.6%
Cc1oc2cc(OCC(=O)O)ccc2c(=O)c1Oc1ccccc1
 : 14.3%	-5.1%	-1.6%	2.9%	0.3%	16.7%	0.1%	?	-0.6%	1.6%	0.6%
Cc1ccc(S(=O)(=O)N2CCOCC2)cc1C(=O)NC(=S)N1CC(C)CC(C)C1 (stereo not given)
 : 3.3%	0.3%	-2.0%	1.58µM*	-2.9%	5.01µM*	-15.5%	-11.8%	-12.1%	4.0%	-5.9%
N/C(=N\OC(=O)COc1ccccc1Cl)c1ccc(Cl)cc1
 : ?	0.1%	?	?	-1.6%	?	1.5%	1.4%	1.1%	?	?
NS(=O)(=O)c1cccc(NC(=O)CSc2nc3nc(-c4cccs4)cc(C(F)(F)F)c3c(=O)[nH]2)c1
 : -1.5%	2.1%	?	16.5%	-0.3%	4.5%	17.3%	-19.6%	-3.6%	6.6%	0.8%
CCC(=O)N1N=C(c2cccs2)CC1c1ccc(OC)cc1 (stereo not given)
 : 20.6%	0.3%	-1.4%	1.9%	-4.1%	0.9%	22.3%	-0.1%	-8.3%	4.1%	2.9%

Continued:
Order of results: BRCA1 expr act	Rab9 prom act	FLuc modulator	RORg inh	NPC1 prom act	Gal4-VP16 FLuc	MBNL1-CUG inh	MLL CXXC-DNA inh	uPA surface inh	p53 reactivation	ELG1 genotox
COC(=O)N(NC(=O)C(O)(CCC(C)C)CCC(C)C)c1ccccc1
 : -16.3%	-3.1%	1.6%	-15.1%	-0.5%	-6.8%	-6.2%	-10.1%	-20.4%	11.1%	-8.6%
CC(C)(C)C1CCC(=NNC(=S)NCc2ccccc2)CC1 (stereo not given)
 : 0.0%	0.1%	?	10µM*	-1.7%	?	1.0%	-3.7%	-0.2%	-0.1%	-5.6%
Cc1cccc(NC(=O)c2nc[nH]c2C(=O)N2CCC(C)CC2)c1
 : -3.3%	2.1%	-6.9%	nt	-5.8%	nt	nt	nt	26.8%	-8.8%	1.3%
COc1ccccc1C1C(C(=O)NCc2ccccc2)=C(C)Nc2ncnn21 (stereo not given)
 : -2.4%	0.6%	0.3%	-4.3%	0.3%	4.5%	-3.8%	0.3%	-0.2%	1.2%	0.3%
COc1cc(/C=N\NC(=O)c2cccc(Cl)c2)ccc1Oc1ccc([N+](=O)[O-])cn1
 : -25.0%	?	-1.3%	-44.5%	-5.1%	1.6%	?	-3.9%	-14.4%	1.3%	-7.5%

Bioassay records (PubChem BioAssay)

The list is partial; rates above refer to the full screens.
